Source: PubChem BioAssay (National Center for Advancing Translational Sciences (NCATS))
VP16 counter: VP16 counterscreen qHTS for inhibitors of ROR gamma transcriptional activity | Potency, µM (top dose mostly 53.6 µM), for the others: at the highest dose activity, negative = inhibition, most hits filed as inhibitors | Drosophila S2 Gal4-VP16 UAS-luciferase, luminescence, 20 h | actives 3.5% (n = 310,000);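 further: Gal4-VP16 expression switched on by copper sulfate through the metallothionein promoter; on the % scale 0 is the no-effect control and ±100 the full control effect; nearly all actives have a fitted effect of over 50% in size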
BRCA1 expr up: qHTS Assay to Identify Small Molecule Activators of BRCA1 Expression. MCF7-BRCA1-FFLuc reporter, luminescence, 48 h; response scale: scaled: vehicle 0%, 10 µM genistein 100%. Potency, µM (top dose mostly 46.1 µM), inactives show top-dose activation, actives largely listed as activators. actives 1.1% (n = 380,000); further: nearly all actives have a fitted effect of over 80% in size; some results filed as inactive show a strong effect at the top dose
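MCF7-BRCA1-FFLuc cells, 2000/well in phenol-red-free MEM, attached 2 h then treated 48 h at 37 C. Luciferase luminescence read 15 min after reagent; normalized to genistein maximum activation (10microM) and DMSO, concentration-response fitted.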
MBNL1-CUG inh: qHTS Assay for Inhibitors of MBNL1-poly(CUG) RNA binding | AID 2675, 2010 | Potency, µM (series often up to 57.5 µM), for the others: at the highest dose activity change, negative = inhibition, usual class: inhibitors | Muscleblind-like protein 1 (Homo sapiens), Q9NR56 | TR-FRET MBNL1-His/biotin-(CUG)12 binding, 665/545 ratio | actives 0.036% (n = 280,000); active means well fitted inhibition curve with a large enough effect in the signal ratio, with a control signal flat, not every such curve was filed as active; inconclusive means small, poorly fitted or top-dose-only effect, or effect the other way, or a change in a side signal; inactive means no such curve, though single readings can be large or run the other way; the % refers to the signal ratio; further: on the % scale 0 is the no-effect control and ±100 the full control effect
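Compounds (final 92 nM to 58 uM) are added to His-tagged MBNL1 and biotin-(CUG)12, then terbium anti-His antibody and streptavidin-XL665 (5 nM final). After 60 min at room temperature, the 665/545 nm ratio is read.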
CXXC DNA block: qHTS Fluorescence Polarization Assay for Inhibitors of MLL CXXC domain - DNA interaction; MLL-CXXC / FITC-HOXA9 DNA fluorescence polarization; Potency, µM (highest dose often 115 µM), inactives show at the highest dose activity change, negative = inhibition, hits mostly inhibitors; actives 0.037% (n = 290,000); active means well fitted inhibition curve with a large enough effect in the polarisation, with a control signal flat, not every such curve was filed as active; inconclusive means small, poorly fitted or top-dose-only effect, or effect the other way, or a change in a side signal; inactive means no such curve, though single readings can be large or run the other way; the % refers to the polarisation
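Fluorescence polarization: 7 uM MLL-CXXC (stock) preincubated 5 min with compounds, then 50 nM fluorescein-HOX-A9 DNA (stock) added; 30 min ambient. Buffer 50 mM Tris-HCl pH 7.5, 50 mM NaCl, 1 mM DTT, 0.05% BSA.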
uPA surface inh: qHTS for Inhibitors of Cell Surface uPA Generation. actives 0.31% (n = 330,000). cell surface uPA generation assay, qHTS. Potency, µM (doses to about 38.3 µM), for inactives: at the top dose activity change, negative = inhibition, most hits filed as inhibitors; active means well fitted inhibition curve with a large enough effect; inconclusive means small, poorly fitted or top-dose-only effect; inactive means no such curve, though single readings can be large or run the other way; tested in mouse RAW 264.7 cells; further: on the % scale 0 is the no-effect control and ±100 the full control effect; nearly all actives have a fitted effect of over 55% in size
RORgamma inh: qHTS for inhibitors of ROR gamma transcriptional activity; Nuclear receptor ROR-gamma (Mus musculus), P51450; Drosophila S2 Gal4-RORgamma UAS-luciferase reporter, 20 h; Potency, µM (series often up to 53.6 µM), without a hit: at the top dose activity change, negative = inhibition, usual class: inhibitors; actives 5.4% (n = 310,000); further: on the % scale 0 is the no-effect control and ±100 the full control effect; nearly all actives have a fitted effect of over 60% in size
Target sequence (P51450 whole entry, looked up, the tested form may be a part): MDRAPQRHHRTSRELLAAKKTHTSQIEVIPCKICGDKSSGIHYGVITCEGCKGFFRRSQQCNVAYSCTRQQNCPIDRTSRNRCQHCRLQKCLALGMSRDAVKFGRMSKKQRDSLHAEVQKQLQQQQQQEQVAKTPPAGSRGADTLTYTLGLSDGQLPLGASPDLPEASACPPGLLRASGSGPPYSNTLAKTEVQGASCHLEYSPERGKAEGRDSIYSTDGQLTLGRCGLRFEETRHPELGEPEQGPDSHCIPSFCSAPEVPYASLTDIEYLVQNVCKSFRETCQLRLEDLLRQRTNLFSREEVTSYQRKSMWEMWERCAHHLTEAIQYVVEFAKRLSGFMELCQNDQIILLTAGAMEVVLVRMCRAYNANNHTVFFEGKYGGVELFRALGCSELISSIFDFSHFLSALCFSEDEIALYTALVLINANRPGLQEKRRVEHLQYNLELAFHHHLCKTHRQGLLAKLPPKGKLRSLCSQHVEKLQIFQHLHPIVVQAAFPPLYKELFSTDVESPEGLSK
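Luminescence from a UAS-regulated Photinus luciferase reporter in stably transfected Drosophila Schneider cells is measured; decreased signal marks ROR gamma inhibition. Fusion expression is induced by 700 uM copper sulfate for 20 hr.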
p53 reactivation: qHTS assay for re-activators of p53 using a Luc reporter. H1299 p53-A138V BP100-luciferase reporter, luminescence, 24 h. Potency, µM (series often up to 92.2 µM), for the others: at the top dose activity change, positive = activation, actives largely listed as activators. actives 0.063% (n = 320,000). AID 504706, 2011; further: % of control where 0% means no effect; nearly all actives have a fitted effect of over 45% in size
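H1299 (p53-null), stable ts p53-A138V + BP100-Luc; 1000 cells/well, Opti-MEM/10% FBS; cpd 4 pt, 1:5; 24 h, 37 deg C, 5% CO2; detection reagent 10 min RT; luminescence.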
NPC1 prom act: qHTS Assay for NPC1 Promoter Activators. Huh7 NPC1 promoter luciferase reporter, 24 h. Potency, µM (highest dose often 9.22 µM), inactives show at the highest dose activation, most hits filed as activators. actives 2.4% (n = 320,000). AID 485313, 2010;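 further: % of control where 0% means no effect; nearly all actives have a fitted effect of over 60% in size; reporter is driven by a mutant NPC1 promoter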
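Stable NPC1-promoter luciferase Huh7 line; cpd (DMSO) 24 h, 37 °C, 5% CO2; Amplite luciferase reagent 10 min RT; luminescence readout. qHTS format.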
ELG1 genotox: qHTS screen for small molecules that induce genotoxicity in human embryonic kidney (HEK293T) cells expressing luciferase-tagged ELG1; actives 1.3% (n = 330,000); AID 504466, 2011; Potency, µM (highest dose often 46 µM), for the others: top-dose activity change, positive = activation, most hits filed as activators; HEK293T ELG1-luciferase reporter, luminescence, 16 h; further: % of control where 0% means no effect; nearly all actives have a fitted effect of over 60% in size
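Genotoxicity was scored as increased ELG1-luciferase reporter signal, measured by ONE-Glo luminescence (30 min, room temperature). Compound or vehicle exposure of the HEK293T reporter cells lasted 16 hr at 37°C.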
Rab9 promoter act: qHTS Assay for Rab9 Promoter Activators. AID 485297, 2010. actives 2.8% (n = 320,000). Huh7 Rab9 promoter-luciferase reporter, luminescence, 24 h. Potency, µM (doses to about 9.22 µM), for the others: top-dose activation, negative = inhibition, hits mostly activators; further: % of control where 0% means no effect; nearly all actives have a fitted effect of over 60% in size
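Promoter activation is measured as luciferase luminescence in Huh7 cells stably transfected with a Rab9 promoter–luciferase construct, following 24 h compound exposure at 37 °C and 10 min reagent incubation at ambient temperature.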
FLuc modulator: qHTS profiling assay for firefly luciferase inhibitor/activator using purifed enzyme and Km concentrations of substrates (counterscreen for miR-21 project); purified FLuc, Km substrates, luminescence inhibition; AID 588342, 2011; actives 6.9% (n = 360,000); Potency, µM (highest dose often 57.5 µM), without a hit: at the highest dose activity change, negative = inhibition, usual class: inhibitors;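 further: plate controls were vehicle for no effect and reference inhibitor for full effect; nearly all actives have a fitted effect of over 55% in size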
Target sequence (P08659 whole entry, looked up): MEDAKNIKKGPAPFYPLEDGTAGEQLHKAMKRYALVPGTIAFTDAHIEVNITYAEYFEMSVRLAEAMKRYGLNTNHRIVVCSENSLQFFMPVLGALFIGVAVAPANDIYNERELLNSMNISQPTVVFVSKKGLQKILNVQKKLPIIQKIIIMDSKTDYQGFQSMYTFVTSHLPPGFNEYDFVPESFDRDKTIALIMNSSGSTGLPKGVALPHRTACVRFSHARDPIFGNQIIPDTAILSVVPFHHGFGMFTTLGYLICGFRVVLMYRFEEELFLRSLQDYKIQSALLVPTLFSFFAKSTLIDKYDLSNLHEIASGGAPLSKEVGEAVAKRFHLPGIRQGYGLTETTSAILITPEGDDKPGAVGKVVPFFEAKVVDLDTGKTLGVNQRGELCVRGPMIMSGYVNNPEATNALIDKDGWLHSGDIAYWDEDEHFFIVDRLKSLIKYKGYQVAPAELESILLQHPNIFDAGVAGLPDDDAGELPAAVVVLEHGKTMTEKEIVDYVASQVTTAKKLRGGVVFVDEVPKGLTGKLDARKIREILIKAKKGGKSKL
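Purified P. pyralis luciferase, 10 nM final, with Km-level 10 uM D-luciferin and 10 uM ATP in 50 mM Tris acetate pH 7.5, 10 mM Mg acetate, 0.01% Tween-20, 0.05% BSA; 6-point qHTS titration about 60 µM downward; luminescence read.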
Starred values were filed as active, the others as inactive; ? = inconclusive; . = no result given; & = joins results of further samples; [ ] = remark or other dose. Unless noted, the call rests on the fitted dose curve; in most records, active means well fitted curve in the direction sought with a large enough effect; inconclusive means small, poorly fitted or top-dose-only effect, or another doubt; inactive means no such curve, though single readings can be large; an effect the other way counts as inactive or inconclusive. Potency means the concentration at half of the fitted maximal effect.

Second line of a record – VP16 counter	BRCA1 expr up	MBNL1-CUG inh	CXXC DNA block	uPA surface inh	RORgamma inh	p53 reactivation	NPC1 prom act	ELG1 genotox	Rab9 promoter act	FLuc modulator
CCOc1ccc(N(C(=O)Nc2ccccc2)C2=NCCC2)cc1
    5%	9%	9%	-4%	7%	7%	8%	1%	6%	0%	1%
COc1cc(F)ccc1S(=O)(=O)N1CCN(C23CC4CC(CC(C4)C2)C3)CC1
    2%	-15%	1%	-9%	-5%	2%	3%	-2%	0%	1%	-1%
Cc1ccc(C)c2c(N)c3c(nc12)CCCCC3 (tested in a mixture with another compound)
    4%	7%	?	15%	.	9%	-1%	0%	-7%	-5%	3%
N#C/C(=C\c1ccc(-c2ccc([N+](=O)[O-])cc2)o1)C(=O)Nc1nc(-c2cccs2)cs1
    1%	1%	?	-4%	-6%	8%	2%	-19%	3%	-6%	2%
O=C(CSc1nnc(-c2ccccc2Cl)o1)Nc1ccc2c(c1)OCCO2
    ?	92%	?	-1%	.	?	?	29%	?	?	?
CCC[C@@H]1Cc2ccccc2N1C(C)=O
    .	5%	.	.	2%	.	8%	4%	2%	8%	2%
COc1cc(OC)c2ccc(=O)oc2c1C(CCN1CCOCC1)c1ccc2c(c1)OCO2 (configuration not stated)
    1%	-11%	.	.	1%	10%	-9%	.	4%	.	.
Fc1ccc(NC(=S)N2CCN(c3ncccn3)CC2)cc1
    17%	2%	-2%	2%	-3%	?	-2%	-8%	-3%	-4%	-2%
NC(=O)C1CCN(C(c2ccccc2Cl)c2nnnn2Cc2ccc3c(c2)OCO3)CC1 (configuration not stated)
    -3%	-31%	-4%	-9%	-3%	4%	-24%	1%	1%	-5%	5%
O=C(CCC1COc2ccccc2O1)NCC1COc2ccccc2O1 (configuration not stated)
    11%	-2%	-8%	1%	-2%	28%	1%	-3%	-1%	-1%	0%
O=C(CCC(=O)Nc1ccc(F)cc1)N/N=C/c1ccncc1
    -8%	2%	5%	3%	1%	-4%	-5%	-1%	-1%	1%	-3%
CCOP(=O)(OCC)C(NC(=O)C(F)(F)F)c1ccccc1 (configuration not stated)
    -7%	-13%	-12%	5%	2%	25%	24%	0%	0%	1%	-1%
CC1=C(NCCc2ccccc2)CCC1=O
    13%	-15%	-8%	-1%	-3%	2%	0%	7%	0%	4%	1%
Cc1ccnn1CC(=O)N/N=C/c1cn[nH]c1-c1ccccc1
    -23%	-26%	-16%	8%	22%	?	-2%	4%	-3%	9%	1%
CCOC(=O)CSC1=C(C#N)C(c2ccccc2C)C2=C(CCCC2=O)N1 (configuration not stated)
    -24%	-6%	23%	8%	-3%	-27%	4%	-5%	1%	1%	3%

Further compounds
Second line of a record – VP16 counter	BRCA1 expr up	MBNL1-CUG inh	CXXC DNA block	uPA surface inh	RORgamma inh	p53 reactivation	NPC1 prom act	ELG1 genotox	Rab9 promoter act	FLuc modulator
Cc1nnc(SCC(=O)N2CCC(c3noc4ccc(F)cc34)CC2)s1
    -2%	-2%	-2%	-2%	.	3%	-20%	7%	-47%[inhibitor]	-4%	0%
CC(C)(C)C1(C)OC(C(=O)NC2CCCCC2)C(C(=O)NC2CCCCC2)O1 (configuration not stated)
    -1%	-27%	6%	7%	.	-14%	4%	0%	-6%	1%	4%
COc1cc2c(C#N)c(N3CCCC3)nc(N)c2c(N)n1
    -17%	-34%&-38%	?	-11%	-5%&-11%	-6%	6%	-1%	11%	-1%	17µM*
CCOC(=O)C1(C(F)(F)F)N=C(N(C)C)OC(N(C)C)=N1
    2%	3%	3%	2%	-4%	-4%	21%	0%	-4%	3%	1%
Cc1ccccc1CN1CCC(Oc2ccc(C(=O)N3CCCC3)cc2)CC1
    -2%	6%	-6%	34%[activator]	4%	-3%	-4%	-1%	-1%	-1%	3%
CC(C)[C@H](NC(N)=O)C(=O)Nc1ccc(F)c(Cl)c1
    -4%	-21%	.	2%	1%	-9%	-4%	-1%	-3%	17%	-2%
CCCOn1c(-n2nc(C)cc2C)nc2ccccc2c1=O
    -2%	1%	4%	1%	4%	-28%	0%	-4%	0%	3%	-2%
COC(=O)c1ccccc1NC(=O)CSCC(=O)Nc1ccccc1OC
    -9%	4%	-4%	-9%	.	8%	-5%	-4%	-1%	-3%	12%
CCOc1ccc(C(=O)NCC(c2cccs2)N(C)C)cc1 (configuration not stated)
    -9%	16%	?	5%	9%	7%	10%	-8%	0%	-7%	0%
O=C(N/N=C/c1sc2ccccc2c1O)c1ccccc1
    1.6µM*	-80%	?	?	-9%	1.8µM*	14µM*	-27%	?	-30%[inhibitor]	17µM*
O=C(O)c1cc2c(cc1NC(=O)c1c(F)cccc1Cl)OCCCO2
    1%	-2%	-4%	34%[activator]	3%	-1%	-3%	-3%	-8%	-5%	0%
CCC(=O)NS(=O)(=O)c1cccnc1Nc1ccc(Cl)cc1
    9%	-8%	0%	6%	4%	0%	3%	0%	0%	-3%	-2%
C1=C(c2ccccc2)CCN(c2nc3ccccc3n3cnnc23)C1
    20%	-65%	?	0%	2%	?	3%	1%	3%	0%	?
Cc1ccc2cc(C#N)c(NCc3ccco3)nc2c1
    -27%	-6%	19%	-1%	-11%	0%	?	-1%	6%	-2%	-1%
C/C(=N\OC(=O)C1CC1)C1CC1c1ccc(F)cc1 (configuration not stated)
    1%	0%	-4%	12%	2%	16%	6%	0%	5%	-8%	-12%

One compound at a time, as listed above. Values in the order: VP16 counter, BRCA1 expr up, MBNL1-CUG inh, CXXC DNA block, uPA surface inh, RORgamma inh, p53 reactivation, NPC1 prom act, ELG1 genotox, Rab9 promoter act, FLuc modulator
Record of Cc1ccc2cc(C#N)c(NCc3ccco3)nc2c1 = -27%, -6%, 19%, -1%, -11%, 0%, ?, -1%, 6%, -2%, -1%
Record of CC(C)(C)C1(C)OC(C(=O)NC2CCCCC2)C(C(=O)NC2CCCCC2)O1 (configuration not stated) = -1%, -27%, 6%, 7%, ., -14%, 4%, 0%, -6%, 1%, 4%

(list continues)
Second line of a record – VP16 counter	BRCA1 expr up	MBNL1-CUG inh	CXXC DNA block	uPA surface inh	RORgamma inh	p53 reactivation	NPC1 prom act	ELG1 genotox	Rab9 promoter act	FLuc modulator
COC(=O)Cc1c(O)ccn(Cc2cccc(C(F)(F)F)c2)c1=O
    2%[10 µM]	-7%	-8%	-6%	.	12%	-2%	-3%	0%	-5%	3%
Cc1ccc(NC(=S)Nc2cc(-c3ccccc3)[nH]n2)cc1Cl
    2.2µM*	-72%	8%	22%	7%	0.79µM*	2%	-3%	-3%	-19%	?
CC1(C(=O)O)CCC(C(=O)NCCc2ccccc2)C1(C)C (configuration not stated)
    6%[0.365 µM]	29%	-4%	0%	2%	10%	0%	0%	1%	-1%	5%
CCOc1ccc(C(C)=O)cc1CC(C(N)=O)C(N)=O
    -1%	-3%	-8%	4%	9%	1%	-1%	-2%	3%	1%	1%
O=C(Nc1ccc(C(=O)N2CCCC2)cc1)c1ccc2c(c1)OCO2
    5%	80%	2%	-3%	.	16%	20%	?	?	?	15µM*

Compounds from the list above containing two or more sulfur atoms:
Second line of a record – VP16 counter	BRCA1 expr up	MBNL1-CUG inh	CXXC DNA block	uPA surface inh	RORgamma inh	p53 reactivation	NPC1 prom act	ELG1 genotox	Rab9 promoter act	FLuc modulator
N#C/C(=C\c1ccc(-c2ccc([N+](=O)[O-])cc2)o1)C(=O)Nc1nc(-c2cccs2)cs1
    1%	1%	?	-4%	-6%	8%	2%	-19%	3%	-6%	2%
Cc1nnc(SCC(=O)N2CCC(c3noc4ccc(F)cc34)CC2)s1
    -2%	-2%	-2%	-2%	.	3%	-20%	7%	-47%[inhibitor]	-4%	0%

Not all compounds are listed, so the mix of outcomes need not match the whole.
